TROY signal inh: blocks TROY-dependent signaling in reporter cells; Q293 LMP1-TROYcd NF-kB luciferase reporter, 4 h; inhibition, % at 10 µM; actives 0.98% (n = 360,000);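 active = compounds whose plate-normalised and pattern-corrected inhibition of the luciferase reporter signal at the single screening dose is 50% or more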
TRAIL sens C8: caspase-8 TRAIL sensitization | actives 1% (n = 360,000) | AID 624354 | inhibition (viability loss, TRAIL sensitization), % at 10 µM | NB7+C8 cells + TRAIL, ATPlite viability luminescence;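 active = compounds causing at least 50% loss of cell viability in the single-dose screen, relative to plate controls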
NCOA1 inh: inhibitors of human steroid receptor coactivator 1 (SRC1); Q15788; HEK293 GAL4-SRC1 luciferase reporter, luminescence; inhibition, % at 3.6 µM; actives 0.12% (n = 360,000); AID 588354;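 active = inhibition above the campaign mean plus 3 SD, with each screening campaign given its own cutoff, cut at about 60% in these data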;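 note: 0% = DMSO treated cells and 100% = gossypol at 36 µM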
SRC3 inh: inhibits human SRC3 coactivator. HEK293 GAL4-SRC3 luciferase reporter, luminescence. inhibition, % at 3.6 µM. actives 0.17% (n = 360,000);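 active = inhibition above a per-campaign cutoff, the mean of all compounds plus 3 SD, cut at about 60% in these data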;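 note: 0% = DMSO-treated cells and 100% = gossypol-treated cells at 36 µM; higher means less SRC3-driven luciferase light from the GAL4 reporter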
NR5A2 inv ag: inverse agonists of human LRH-1 (NR5A2); inhibition, % at 3.6 µM; AID 602396; actives 0.13% (n = 360,000); O00482; HEK293T StAR-luciferase reporter, LRH-1 transfected, 24 h;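 active = inhibition above the mean inhibition of all tested compounds plus 3 SD, cut at about 73% in these data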;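 note: 0% = DMSO wells and 100% = reporter-only cells lacking LRH-1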
LMP1 NFkB inh: Epstein-Barr LMP1 NF-kappaB reporter inhibition. LMP1-induced NF-kappaB luciferase reporter cells, luminescence. inhibition, % at 12.5 µM. actives 0.69% (n = 350,000). AID 504558; in the data active = inhibition above about 41%;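 note: 0% = neutral control wells and 100% = reference inhibitor control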
SRC2 inh: human SRC2 (NCOA2) inhibition; HEK293 GAL4-SRC2 luciferase reporter, luminescence; inhibition, % at 9 µM; actives 0.17% (n = 370,000);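 active = inhibition above the mean inhibition of all tested compounds plus 3 SD, set per campaign, cut at about 52% in these data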;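 note: 0% = DMSO treated cells and 100% = cells given Gossypol at 36 µM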
TLR9-MyD88 block: TLR9-MyD88 interaction inhibition; Q9NR96+Q99836; inhibition, % at 4.98 µM; actives 0.21% (n = 340,000); AID 504734; CHO BLA complementation TLR9-MyD88, CCF4 FRET ratio;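 active = inhibition above the mean over all tested compounds plus 3 SD, cut at about 21% in these data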;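 note: 0% = DMSO only wells and 100% = clavulanate BLA inhibitor control wells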
Target sequence (Q99836 whole entry, looked up): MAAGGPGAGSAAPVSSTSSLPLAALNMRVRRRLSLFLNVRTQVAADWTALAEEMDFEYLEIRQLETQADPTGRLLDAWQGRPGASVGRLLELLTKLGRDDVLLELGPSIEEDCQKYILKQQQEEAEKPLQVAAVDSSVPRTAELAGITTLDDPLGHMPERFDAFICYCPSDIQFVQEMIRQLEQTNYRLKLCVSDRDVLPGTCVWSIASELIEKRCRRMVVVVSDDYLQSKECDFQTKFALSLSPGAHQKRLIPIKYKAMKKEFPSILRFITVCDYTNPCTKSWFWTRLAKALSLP
Target sequence (Q9NR96 whole entry, looked up): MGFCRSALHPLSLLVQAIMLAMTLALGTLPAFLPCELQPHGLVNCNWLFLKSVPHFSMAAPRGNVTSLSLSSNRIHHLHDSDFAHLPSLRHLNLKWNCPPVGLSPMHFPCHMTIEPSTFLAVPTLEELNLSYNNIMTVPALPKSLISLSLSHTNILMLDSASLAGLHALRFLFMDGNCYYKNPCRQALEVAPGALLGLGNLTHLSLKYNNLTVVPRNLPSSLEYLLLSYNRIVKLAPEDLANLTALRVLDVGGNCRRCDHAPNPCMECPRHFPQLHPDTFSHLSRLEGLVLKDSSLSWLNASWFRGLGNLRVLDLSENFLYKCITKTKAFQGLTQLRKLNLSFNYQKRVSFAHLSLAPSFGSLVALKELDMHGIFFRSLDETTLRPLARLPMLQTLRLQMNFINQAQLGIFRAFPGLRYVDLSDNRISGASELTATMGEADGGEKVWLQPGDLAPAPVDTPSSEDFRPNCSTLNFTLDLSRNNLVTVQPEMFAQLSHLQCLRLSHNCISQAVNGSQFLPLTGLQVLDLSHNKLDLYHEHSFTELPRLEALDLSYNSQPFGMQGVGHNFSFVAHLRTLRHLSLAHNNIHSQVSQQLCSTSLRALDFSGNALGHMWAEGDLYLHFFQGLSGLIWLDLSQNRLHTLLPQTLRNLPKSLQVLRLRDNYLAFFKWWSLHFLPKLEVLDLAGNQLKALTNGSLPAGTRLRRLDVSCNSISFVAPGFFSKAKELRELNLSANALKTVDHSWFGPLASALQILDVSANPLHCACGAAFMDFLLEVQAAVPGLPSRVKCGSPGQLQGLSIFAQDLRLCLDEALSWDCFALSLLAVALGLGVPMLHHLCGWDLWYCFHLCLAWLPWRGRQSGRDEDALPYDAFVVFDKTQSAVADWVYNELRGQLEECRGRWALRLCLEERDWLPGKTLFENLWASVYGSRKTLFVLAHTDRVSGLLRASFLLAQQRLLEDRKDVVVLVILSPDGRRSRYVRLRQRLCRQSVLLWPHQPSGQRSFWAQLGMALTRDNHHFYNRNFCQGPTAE
NOD2-RIPK2 inh: NOD2-RIPK2 protein interaction inhibition. O43353. CHO BLA complementation NOD2-RIPK2, CCF4 ratio. inhibition, % at 4.98 µM. actives 0.38% (n = 360,000). AID 624267; in the data active = inhibition above about 21%;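 note: 0% = vehicle only and 100% = reference blocker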
COUP-TFII inh: blocks human COUP-TFII nuclear receptor. P24468. HEK293T NGFI-A luciferase reporter, luminescence. inhibition, % at 8.6 µM. actives 0.7% (n = 370,000). AID 686940;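 active = inhibition above a per-plate cutoff, mean inhibition of test wells between control levels plus 3 SD, cut at about 38% in these data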;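 note: cells cotransfected with COUP-TFII expression vector driving the NGFI-A reporter; 0% = median of COUP-TF2 test wells and 100% = reporter-only cells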
Vif inh: inhibitors of HIV Vif. HEK293T cells, Vif self-association by quenched fluorescence, imaging, 24 h. inhibition, % at 7.49 µM. actives 0.35% (n = 340,000). AID 602346; in the data active = inhibition above about 50%, passing the limit was not always enough; note: some results filed as inactive read as strong as hits
* hit, by the source's call. These rows are one share of the data. The share of hits here may be higher or lower than overall.

N#CC(C#N)=Cc1ccc(N2CCOCC2)cc1 was read as TROY signal inh -10, TRAIL sens C8 25, NCOA1 inh -11, SRC3 inh -3, NR5A2 inv ag -1, LMP1 NFkB inh 4, SRC2 inh 7, TLR9-MyD88 block -3, NOD2-RIPK2 inh -8, COUP-TFII inh -30 and Vif inh -3.
For CN1CCc2c([nH]c3ccccc23)C1 the results were TROY signal inh 9, TRAIL sens C8 6, NCOA1 inh -37, SRC3 inh -10, NR5A2 inv ag -7, LMP1 NFkB inh 4, SRC2 inh -4, TLR9-MyD88 block -11, NOD2-RIPK2 inh 11, COUP-TFII inh 5 and Vif inh -8.
`CCC1=Nc2cc(C(=O)N3CCC4(CC3)OCCO4)ccc2Sc2ccc(Br)cc21` gave TROY signal inh 9, TRAIL sens C8 12, NCOA1 inh -3, SRC3 inh 5, NR5A2 inv ag 5, LMP1 NFkB inh 1, SRC2 inh -2, TLR9-MyD88 block -3, NOD2-RIPK2 inh 6, COUP-TFII inh 8 and Vif inh -1.
For CC(C)OC(=O)c1c(N)n(CC2CCCO2)c2nc3ccccc3nc12 (stereo not drawn) the results were TROY signal inh 3, TRAIL sens C8 3, NCOA1 inh -1, SRC3 inh 1, NR5A2 inv ag 23, LMP1 NFkB inh 10, SRC2 inh -1, TLR9-MyD88 block -5, NOD2-RIPK2 inh -6, COUP-TFII inh 1 and Vif inh -8.
Screening COc1ccc(-c2ccc3c(c2)CN(C(=O)C(C)(C)C)Cc2cnnn2-3)cc1 returned TROY signal inh -5, TRAIL sens C8 8, NCOA1 inh 8, SRC3 inh 10, NR5A2 inv ag 6, SRC2 inh -13, NOD2-RIPK2 inh 5, COUP-TFII inh -7 and Vif inh 12.
CC(=O)O[C@H]1CC[C@@]2(C)C(=CC(=O)C3C2CC[C@@]2(C)C3C[C@H](OC(C)=O)[C@@H]2OC(C)=O)C1 (stereo partly drawn) was read as TROY signal inh 2, TRAIL sens C8 -11, NCOA1 inh -4, SRC3 inh 2, NR5A2 inv ag -6, LMP1 NFkB inh -3, SRC2 inh -4, TLR9-MyD88 block -5, NOD2-RIPK2 inh 7, COUP-TFII inh 3 and Vif inh 6.
Screening CCn1ccnc1CN1CCCC(C(=O)c2cc(C)c(OC)c(C)c2)C1 (stereo not drawn) returned TROY signal inh 17, TRAIL sens C8 2, NCOA1 inh 2, SRC3 inh 13, NR5A2 inv ag 0, LMP1 NFkB inh 7, SRC2 inh 11, TLR9-MyD88 block 3, NOD2-RIPK2 inh 3, COUP-TFII inh 0 and Vif inh 6.
`COC(=O)C1=C(c2cccc(OCc3ccccc3)c2)C[C@@H]2CC[C@H]1N2C(=O)NCc1ccc(Cl)cc1` gave TROY signal inh 11, TRAIL sens C8 12, NCOA1 inh 2, SRC3 inh -12, NR5A2 inv ag 1, LMP1 NFkB inh 10, SRC2 inh -18, TLR9-MyD88 block -2, NOD2-RIPK2 inh -19, COUP-TFII inh 5 and Vif inh 0.
For CCc1cc2c(s1)NC(=O)CN=C2c1cccs1 the results were TROY signal inh 19, TRAIL sens C8 4, NCOA1 inh -7, SRC3 inh -8, NR5A2 inv ag 2, LMP1 NFkB inh -10, SRC2 inh 10, TLR9-MyD88 block 6, NOD2-RIPK2 inh -4, COUP-TFII inh 6 and Vif inh -5.
COCCOC(=O)c1c(C)oc2ccc(OC(=O)N(C)C)cc12 was read as TROY signal inh -41, TRAIL sens C8 0, NCOA1 inh -7, SRC3 inh 4, NR5A2 inv ag 10, LMP1 NFkB inh -10, SRC2 inh -8, TLR9-MyD88 block -8, NOD2-RIPK2 inh -3, COUP-TFII inh -13 and Vif inh -1.
Screening Nc1ccccc1C(=O)OCC(=O)c1ccc2c(c1)OCCO2 returned TROY signal inh 30, TRAIL sens C8 5, NCOA1 inh -18, SRC3 inh -26, NR5A2 inv ag -43, LMP1 NFkB inh -28, SRC2 inh -58, TLR9-MyD88 block 6, NOD2-RIPK2 inh 8, COUP-TFII inh -13 and Vif inh 5.
Screening O=C(NC1CN2CCC1CC2)c1cc(Cl)c([N+](=O)[O-])c2nc[nH]c12 (stereo not drawn) returned TROY signal inh 0, TRAIL sens C8 14, NCOA1 inh 2, SRC3 inh 15, NR5A2 inv ag -12, LMP1 NFkB inh -18, SRC2 inh -4, TLR9-MyD88 block -3, NOD2-RIPK2 inh -5, COUP-TFII inh -15 and Vif inh 4.
CCCCn1c(NC(=O)c2ccco2)c(C(=O)OCC)c2nc3ccccc3nc21 was read as TROY signal inh 52*, TRAIL sens C8 3, NCOA1 inh 3, SRC3 inh -5, NR5A2 inv ag 31, LMP1 NFkB inh -11, SRC2 inh 0, TLR9-MyD88 block -13, NOD2-RIPK2 inh 1, COUP-TFII inh 44* and Vif inh -2.
CC1CCN(CCc2nc3ccccc3[nH]2)CC1 was read as TROY signal inh 0, TRAIL sens C8 4, NCOA1 inh -8, SRC3 inh -9, NR5A2 inv ag -3, LMP1 NFkB inh -12, SRC2 inh -1, TLR9-MyD88 block -5, NOD2-RIPK2 inh -4, COUP-TFII inh -28 and Vif inh -2.
Screening COc1ccccc1N(CC(=O)NC1CCCC1)C(=O)c1cnn(C(C)C)c1 returned TROY signal inh -9, TRAIL sens C8 -10, NCOA1 inh -3, SRC3 inh -2, NR5A2 inv ag -5, LMP1 NFkB inh -5, SRC2 inh -10, TLR9-MyD88 block -3, NOD2-RIPK2 inh 0, COUP-TFII inh -34 and Vif inh 6.
Screening CCN1C(=O)C(=C2C=C(C)N(Cc3ccco3)C(C)=C2)C(=O)N(CC)C1=S returned TROY signal inh 17, TRAIL sens C8 -3, NCOA1 inh -2, SRC3 inh 4, NR5A2 inv ag 9, LMP1 NFkB inh 1, SRC2 inh -13, TLR9-MyD88 block 2, NOD2-RIPK2 inh -7, COUP-TFII inh 7 and Vif inh -1.
CN1CCc2nc(SCc3cccc(Br)c3)c(C#N)cc2C1 was read as TROY signal inh 30, TRAIL sens C8 -8, NCOA1 inh -15, SRC3 inh 6, NR5A2 inv ag -8, LMP1 NFkB inh 10, SRC2 inh 11, TLR9-MyD88 block 6, NOD2-RIPK2 inh 10, COUP-TFII inh -2 and Vif inh 3.
Screening COc1cccc(-n2c(CN3CCN(C)CC3)nc3ccc([N+](=O)[O-])cc3c2=O)c1 returned TROY signal inh -7, TRAIL sens C8 2, NCOA1 inh -16, SRC3 inh -4, NR5A2 inv ag 9, LMP1 NFkB inh -5, SRC2 inh 7, TLR9-MyD88 block -4, NOD2-RIPK2 inh -4, COUP-TFII inh 9 and Vif inh -6.
`O=[N+]([O-])c1ccccc1CNCCc1ccc(F)cc1` gave TROY signal inh -21, TRAIL sens C8 -12, NCOA1 inh -38, SRC3 inh -44, NR5A2 inv ag -59, LMP1 NFkB inh -8, SRC2 inh -26, TLR9-MyD88 block -10, NOD2-RIPK2 inh 5, COUP-TFII inh -26 and Vif inh 0.
Cc1ccsc1C(=O)C1CCCN(Cc2cnc(N3CCCC3)s2)C1 (stereo not drawn) was read as TROY signal inh 11, TRAIL sens C8 -6, NCOA1 inh -18, SRC3 inh -30, NR5A2 inv ag -11, LMP1 NFkB inh 10, SRC2 inh 8, TLR9-MyD88 block -5, NOD2-RIPK2 inh -10, COUP-TFII inh -1 and Vif inh -3.
`CN1CCCN(C(=O)COc2ccccc2Br)CC1` gave TROY signal inh -8, TRAIL sens C8 3, NCOA1 inh 10, SRC3 inh 8, NR5A2 inv ag -3, LMP1 NFkB inh -1, SRC2 inh 2, TLR9-MyD88 block -3, NOD2-RIPK2 inh -11, COUP-TFII inh 1 and Vif inh -2.
`N=C1c2ccccc2CN1NC(=O)C1CC1` gave TROY signal inh -13, TRAIL sens C8 -1, NCOA1 inh 4, SRC3 inh 15, NR5A2 inv ag -6, LMP1 NFkB inh 6, SRC2 inh -24, TLR9-MyD88 block 2, NOD2-RIPK2 inh 3, COUP-TFII inh -2 and Vif inh 2.
O=C1CC(=O)N(c2ccc(Cl)cc2)C(=O)N1 was read as TROY signal inh 1, TRAIL sens C8 -10, NCOA1 inh -24, SRC3 inh 9, NR5A2 inv ag -9, LMP1 NFkB inh 64*, SRC2 inh -14, TLR9-MyD88 block -12, NOD2-RIPK2 inh -4, COUP-TFII inh 0 and Vif inh -3.
`CCCCCSc1cc(OC)c(CCN(C)C)cc1OC` gave TROY signal inh -18, TRAIL sens C8 37, NCOA1 inh -7, SRC3 inh 3, NR5A2 inv ag -8, LMP1 NFkB inh 2, SRC2 inh -4, TLR9-MyD88 block -2, NOD2-RIPK2 inh 6, COUP-TFII inh 15 and Vif inh -6.
`CS(=O)(=O)c1ccc(C2=C(CNC(=O)c3nccs3)[C@H]3CC[C@@H](C2)N3CCOc2ccccc2)cc1` gave TROY signal inh -9, TRAIL sens C8 -3, NCOA1 inh 8, SRC3 inh -18, NR5A2 inv ag -36, LMP1 NFkB inh 3, SRC2 inh 8, TLR9-MyD88 block -8, NOD2-RIPK2 inh -14, COUP-TFII inh -6 and Vif inh -2.
Screening COc1ccc(-n2nc(C(=O)NCC(=O)N3CCC4(CC3)OCCO4)c3ccccc3c2=O)c(OC)c1 returned TROY signal inh -18, TRAIL sens C8 55*, NCOA1 inh -67, SRC3 inh -59, NR5A2 inv ag -77, LMP1 NFkB inh -11, SRC2 inh -41, TLR9-MyD88 block -1, NOD2-RIPK2 inh 6, COUP-TFII inh -37 and Vif inh -5.
O=C(N/N=C/c1c(O)n(CCc2ccc(F)cc2)c(=O)[nH]c1=O)c1ccncc1 was read as TROY signal inh 13, TRAIL sens C8 4, NCOA1 inh 2, SRC3 inh 11, NR5A2 inv ag -7, LMP1 NFkB inh 1, SRC2 inh -13, TLR9-MyD88 block 2, NOD2-RIPK2 inh -7, COUP-TFII inh 17 and Vif inh -2.
Screening O=C1NC(=O)C(CCc2ccncc2)(Cc2cccc(Cl)c2Cl)C(=O)N1c1ccc(Br)cc1 (stereo not drawn) returned TROY signal inh 4, TRAIL sens C8 -3, NCOA1 inh 7, SRC3 inh 9, NR5A2 inv ag -1, LMP1 NFkB inh -3, SRC2 inh 2, TLR9-MyD88 block -6, NOD2-RIPK2 inh 3, COUP-TFII inh 3 and Vif inh 6.
CO[C@H]1[C@@H](OC)CC(OC2OC(CO)C(O)C(O)C2O)/C(=C\C#N)[C@@H]1O (stereo partly drawn) was read as TROY signal inh 1, TRAIL sens C8 -6, NCOA1 inh -5, SRC3 inh 2, NR5A2 inv ag 23, LMP1 NFkB inh -4, SRC2 inh -27, TLR9-MyD88 block 1, NOD2-RIPK2 inh 4, COUP-TFII inh -8 and Vif inh 0.
Screening c1cncc(C2CCCCN2)c1 (stereo not drawn) returned TROY signal inh -3, TRAIL sens C8 -3, NCOA1 inh -41, SRC3 inh -4, NR5A2 inv ag -24, LMP1 NFkB inh 3, SRC2 inh 14, TLR9-MyD88 block 0, NOD2-RIPK2 inh -5, COUP-TFII inh 5 and Vif inh 4.

Assay outcomes (PubChem BioAssay)
